Screens (PubChem)
CAL PDZ FP-1: CAL PDZ (human) peptide binding inhibition; Q9HD26; purified CAL PDZ, TMR-peptide fluorescence polarization, 1 h; inhibition, % at 24.9 µM; 300,000 tested, 0.92% active; AID 602252;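 active = mean inhibition of at least 30% with at least half of replicates also reaching 30%; inconclusive = no clear call, values can overlap the other calls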;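 also: 0% = DMSO neutral control and 100% = excess unlabeled competitor peptide PRC23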
Keap1 Nrf2 FP: inhibitors of human Keap1-Nrf2 protein-protein interaction; Q14145; Keap1 Kelch-Nrf2 peptide fluorescence polarization, 1536-well; inhibition, % at 9.4 µM; 340,000 tested, 0.15% active; in the data active = inhibition above about 12%; inconclusive = no clear call, values can overlap the other calls; inactive = below about 7.3%;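 also: human Keap1 Kelch domain with fluorescein labeled Nrf2 9mer peptide probe; 0% = neutral control wells and 100% = peptide positive control; higher means more block of Keap1 binding to Nrf2 peptide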
Target sequence (Q14145 whole entry, looked up, the tested form may be a part): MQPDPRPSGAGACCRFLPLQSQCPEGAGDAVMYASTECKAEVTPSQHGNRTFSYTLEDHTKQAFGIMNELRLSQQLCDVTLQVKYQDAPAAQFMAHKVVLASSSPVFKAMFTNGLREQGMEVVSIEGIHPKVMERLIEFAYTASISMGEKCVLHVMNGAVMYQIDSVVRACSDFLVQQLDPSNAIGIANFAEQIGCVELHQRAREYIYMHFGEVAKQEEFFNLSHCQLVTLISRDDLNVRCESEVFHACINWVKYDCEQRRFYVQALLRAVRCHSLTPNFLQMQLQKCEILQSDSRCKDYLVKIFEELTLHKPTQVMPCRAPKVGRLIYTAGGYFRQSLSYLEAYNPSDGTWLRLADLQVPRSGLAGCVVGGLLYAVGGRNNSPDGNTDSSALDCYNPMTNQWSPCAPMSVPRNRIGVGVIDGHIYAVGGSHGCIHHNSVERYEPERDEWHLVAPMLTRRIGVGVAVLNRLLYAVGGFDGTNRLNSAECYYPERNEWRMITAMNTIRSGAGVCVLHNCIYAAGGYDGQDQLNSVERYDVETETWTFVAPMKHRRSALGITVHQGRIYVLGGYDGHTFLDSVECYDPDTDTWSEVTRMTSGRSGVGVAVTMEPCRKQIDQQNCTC
LANA DNA inh: KSHV C-LANA DNA binding inhibition; MBP-C-LANA/FAM-LBS DNA binding, fluorescence polarization; inhibition, % at 9 µM; 340,000 tested, 0.078% active;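 active = highest replicate inhibition at or above 60% at 9 µM, even if other replicates fall short; inactive = all replicates below 60% inhibition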;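 also: 0% = neutral control wells and 100% = 4 µM acridine orange control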
PKA-R2B act: PKA-R2B complex activation. P22694+P31323. PKA-R2B holoenzyme dissociation, Cy5-IP20 fluorescence polarization; R2B truncated from residue 108, S112A mutant; 0% DMSO only, 100% 113 µM cGMP. activation, % at 11.4 µM. 340,000 tested, 0.079% active. AID 504700;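 active = activation above a cutoff set at the mean over all compounds plus 3 SD, cut at about 18% in these data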;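 also: higher means more holoenzyme dissociation and a rise in polarization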
Target sequence (P31323 whole entry, looked up, other chains not shown, the tested form may be a part): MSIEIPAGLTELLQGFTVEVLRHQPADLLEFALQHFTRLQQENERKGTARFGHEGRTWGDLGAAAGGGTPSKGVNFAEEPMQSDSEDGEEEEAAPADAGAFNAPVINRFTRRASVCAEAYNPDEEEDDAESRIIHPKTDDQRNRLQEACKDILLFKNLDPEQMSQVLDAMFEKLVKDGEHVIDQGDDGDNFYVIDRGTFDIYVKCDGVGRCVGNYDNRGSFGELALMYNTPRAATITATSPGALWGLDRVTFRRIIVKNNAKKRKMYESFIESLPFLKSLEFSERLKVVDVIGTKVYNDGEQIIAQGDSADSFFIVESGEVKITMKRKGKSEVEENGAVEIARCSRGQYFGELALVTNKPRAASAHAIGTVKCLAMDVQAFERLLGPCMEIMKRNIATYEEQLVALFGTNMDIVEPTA
RTF Ca sens inh: cardiac RTF calcium desensitization; P19429+P45379; IANBD-labeled cardiac RTF, Ca2+ fluorescence; inhibition, % at 7.15 µM; 340,000 tested, 0.12% active; AID 493244;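 active = inhibition above the mean inhibition of all tested compounds plus 3 SD, cut at about 17% in these data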;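 also: assay run at fixed EC70 calcium of 1.6 mM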
DAGLB inhibitor: diacylglycerol lipase beta (human) inhibition; Q8NCG7; HEK293T DAGLB membrane lysate, EnzChek fluorogenic substrate; inhibition, % at 5.17 µM; 340,000 tested, 0.059% active; AID 504411; in the data active = inhibition above about 34%;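 also: 0% = enzyme with vehicle and 100% = wells lacking enzyme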
Rtt109 HAT inh: C. albicans Rtt109 histone acetyltransferase inhibition; inhibition, % at 34.9 µM; 330,000 tested, 0.16% active; Q5AAJ8; purified Rtt109/Vps75, ThioGlo CoA-SH fluorescence, 4 h;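 active = inhibition of at least 50% in every replicate; inconclusive = best replicate reaches 50% inhibition but some replicates fall short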
CAL PDZ FP-2: blocks peptide binding to human CAL PDZ domain. Q9HD26. purified CAL PDZ, TMR-peptide fluorescence polarization, 1 h. inhibition, % at 20 µM. 330,000 tested, 0.02% active. AID 504414;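 active = highest replicate inhibition of at least 40%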;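 also: plate controls were DMSO neutral control wells for no effect and unlabeled competitor peptide control wells for full effect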
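Test system: purified CerCALP PDZ construct; Compound dosing: one concentration, 20 µM compound; Also added: TMR-labelled reporter peptide T*-PRC34 bound in PDZ groove; Read-out: inhibition from polarization loss; Controls: unlabelled peptide and DMSO controls; Signal: FP readout, S and P plane fluorescence; Incubation: 1 h at RT.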
RTF Ca sens act: cardiac RTF calcium sensitization; P19429+P45379; 340,000 tested, 0.24% active; AID 493008; activation, % at 7.2 µM; IANBD-labeled TnC RTF fluorescence at EC20 calcium; 0% EC20 calcium, 100% full calcium;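 active = activation above the mean over all tested compounds plus 3 SD, cut at about 30% in these data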;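 also: rise in fluorescence read as greater calcium sensitivity of cardiac thin filaments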
SR-BI uptake up: enhances SR-BI lipid uptake from DiI-HDL | AID 504775 | CHO ldlA[mSR-BI] cells, DiI-HDL uptake fluorescence, 3 h; 100 = double the neutral-control signal | 320,000 tested, 0.096% active | activation, % at 12.5 µM;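 active = mean replicate activation of at least 60% and every replicate at or above 60%; inconclusive = mean or all-replicate condition met, but not both; inactive = mean below 60% and not all replicates reaching 60%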;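 also: 0% = median plate neutral-control signal and 100% = twice that signal; values of inactives mirror those of a sister screen read the other way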
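Assay system: CHO ldlA[mSR-BI] cells, LDL receptor-null, SR-BI overexpressing; medium: Ham's F12 with 0.5% BSA, HEPES 25 mM, pH 7.4; also added: DiI-HDL 10 µg/mL; timing: 3 h uptake period with compound, 37 °C; signal: DiI fluorescence, bottom read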
Numbers without * were called inactive; ? = inconclusive; nt = not tested or not shown; & = joins results of further samples.

SMILES	CAL PDZ FP-1	Keap1 Nrf2 FP	LANA DNA inh	PKA-R2B act	RTF Ca sens inh	DAGLB inhibitor	Rtt109 HAT inh	CAL PDZ FP-2	RTF Ca sens act	SR-BI uptake up
CSc1ccc(/C=C/C(=O)c2c(O)cc(C)oc2=O)cc1	3	-3	0.2	0	-14	4	-59	0.2	0	6
COc1ccc(C(NC(=O)C(C)(C)C)NC(=O)C(C)(C)C)cc1	-6	-2	-0.1	8	5	1	17	-0.1	5	5
Brc1c(CSc2nc3ccccc3o2)nc2ncccn12	-2	4	-0.4	-8	-7	-1	-8	-4.0	-9	-8
Nc1nc(=S)c2[nH]c(=S)[nH]c2[nH]1	-2	-4	-0.6	0	1	-3	-4	-0.1	0	54
O=C(CSc1nc2c(c(C(F)(F)F)n1)CCc1ccccc1-2)NCc1ccc(F)cc1	-4	4	3.2	3	-5	-1	9	-0.7	0	-3
COc1ccc2nc(C)cc(SCC(=O)N/N=C/c3ccc(O)c(O)c3)c2c1	nt	-4	0.6	-12	-4	7	?	0.3	11	-7
CN(C)c1ccc(NC(=O)CC(NCc2ccccn2)C(=O)O)cc1 (stereo unspecified)	-1	-7	0.0	-4	8	3	4	-1.7	-9	11
O=C1N(C2CCCC2)C[C@@H]2C[C@@H](c3cn[nH]c3-c3ccc(Cl)cc3)N3CCC[C@@]123	-1	-3	-0.2	8	2	-1	-7	-3.3	-2	45
CN1c2ccccc2C(C)(C)[C@]12C=Cc1cc(O)ccc1O2	-3	-5	-0.9	0	-6	2	4	-0.9	0	-40
O=C1C(Cl)=C(N2CCOCC2)C(=O)N1c1ccccc1F	4	-6	6.1	1	-11	2	-3	-1.4	7	2
c1ccc(NCc2nc(-c3ccccc3)no2)cc1	5	1	1.2	2	-16	-9	2	-1.2	0	-12
COc1ccc2nc(Nc3nc(C)c(C(C)=O)s3)sc2c1	-2	1	3.2	4	-1	2	-3	0.1	-5	-3
CCOc1ccc2c(c1)c1nnc(SCC(=O)NC3CC3)nc1n2C	1	-3	-1.6	-11	-11	2	7	-2.1	0	nt
COc1ccc(Br)cc1/C=C/C(=O)Nc1ccc(C)cc1	-2	-1	-0.1	-4	-11	-4	-9	-2.2	-6	-58
CC(CC(=O)Nc1ccc(Cl)c([N+](=O)[O-])c1)c1ccccc1 (stereo unspecified)	-3	0	-3.3	0	-8	0	21	-0.2	-7	-40
CC(C)Oc1cccc(C(=O)C2CCCN(S(=O)(=O)C(C)C)C2)c1 (stereo unspecified)	-3	2	-1.0	9	-11	1	-7	-2.6	4	-28
COc1ccccc1CNC(=O)COC(=O)COc1ccccc1F	nt	-5	-1.3	-7	-8	-1	7	-1.7	-2	25
COc1cccc(NC(=O)Nc2cc(C(=O)O)ccc2N2CC3CC(C2)c2cccc(=O)n2C3)c1 (stereo unspecified)	-2	-4	-1.2	2	0	0	2	-3.6	6	12
Cc1cc(=O)oc2c1c(C)nn2-c1nn[nH]n1	6	-1	-0.7	3	-7	1	-11	0.1	-1	3
NC(=O)c1cc(S(=O)(=O)N2CCCC2)ccc1OCCOc1ccccc1	-2	-5	-0.2	3	2	0	-7	-0.6	-1	-9
O=c1[nH][nH]cc1C=Nc1ccc(Cl)cc1	-2	-1	0.3	0	-1	1	-28	-1.1	-6	8
O=C(Nc1ccc(Cl)cc1)NC1CCCCC1Cc1ccco1 (stereo unspecified)	-4	3	0.9	3	-1	-11	4	-2.8	-3	-11
CN(Cc1ccccc1)S(=O)(=O)c1ccc(NC(=S)NC(=O)C2CCCCC2)cc1	1	-1	0.9	-7	-11	-10	5	-0.1	0	-24
Cc1ccc(O)c(Nc2nc(-c3ccccc3)nc3ccccc23)c1	nt	-2	2.9	-7	-2	-2	8	0.4	-3	-43
O=c1cc(N2CCN(c3ccccc3Cl)CC2)[nH]c(=O)n1Cc1ccc(F)cc1	-2	2	-1.7	-5	-12	2	28	-0.4	1	-21
COc1ccc(CNc2ccc(N3CCN(C(C)=O)CC3)cc2)cc1OC	-1	-5	-0.3	7	-2	3	-2	0.6	-1	35
O=[N+]([O-])c1cc(C(F)(F)F)ccc1Sc1ccccn1	0	-3	0.7	-1	-5	-4	-1	0.5	2	-2
O=C(Nc1cccn(Cc2ccccc2)c1=O)NC1CCCCC1	12	-8	0.6	-9	-9	5	1	0.3	-2	1
COCc1nnc(NC(=O)CC(C)C)s1	-5	-1	1.7	2	-10	0	-3	-3.6	3	27
O=[N+]([O-])c1ccc(-c2c[nH]c(=S)[nH]2)cc1	26	2	1.0	0	1	6	-4	-0.8	-3	nt
O=C(/C=C/c1ccc(F)cc1)NCCc1ccc2c(c1)OCCO2	0	-3	-1.1	2	2	1	-1	-1.0	7	-2
Cc1cc(NC(=O)c2ccco2)ccc1NC(=O)c1ccco1	-6	1	0.5	-11	-32	1	-5	-1.6	-1	3
CC1CCc2onc(C(=O)NCc3ccco3)c2C1 (stereo unspecified)	-4	-4	1.5	2	-1	0	4	-0.6	-3	3
O=Cc1ccc(OCCOc2ccc([N+](=O)[O-])cc2)cc1	-1	1	-0.8	-4	-6	-1	14	-2.0	0	1
COc1ccc(C)cc1S(=O)(=O)N1CCN(S(=O)(=O)c2cc(C)ccc2OC)C(C)C1 (stereo unspecified)	2	-2	2.2	-1	5	-3	14	-0.2	-6	4
CCN(CC)S(=O)(=O)c1cccc(C(=O)N/N=C2\CCCC(=O)C2)c1	7	1	11	-1	-10	-2	-3	-1.5	-3	nt
O=S(=O)(Nc1ccc(OC(F)(F)F)cc1)c1cccc2nonc12	-4	0	0.9	-1	-1	-1	6	-0.3	3	8
CC(=O)c1ccc(C(=O)N2CCC(CO)(Cc3cccc(C(F)(F)F)c3)CC2)cc1	nt	2	0.1	6	-14	-6	-11	0.3	7	-63
COc1ccc(/C=N/N2CCN(C3c4ccccc4-c4ccccc43)CC2)cc1OC	-3	0	-0.9	-6	-1	-3	-2	0.5	3	-65
Cc1cc(C)c(-c2cc(C(=O)Nc3c(C)n(C)n(-c4ccccc4)c3=O)[nH]n2)c(O)c1	-3	0	1.1	-2	-3	0	-9	-1.3	2	nt
CCOc1ccc2c(ccc(/C=C/c3cc(C)c4cccnc4c3O)[n+]2C)c1	-2	-6	-5.4	4	-8	13	7	-0.5	-6	6
CCCCC(=O)NCc1ccc(Cl)cc1	0	-1	-1.2	-7	-7	1	2	-0.1	1	8
COC(=O)C1(CCSC)NC(c2ccc(O)c(OC)c2)C2C(=O)N(c3ccc(C)cc3)C(=O)C21 (stereo unspecified)	0	-3	0.3	5	-10	-3	-8	-0.1	0	3
Cc1ccn2cc(-c3ccc4c(c3)NC(=O)CO4)nc2c1	nt	-1	0.8	-17	-1	-1	17	-0.9	2	-4
COc1ccccc1NC(=O)c1c(C)cc(=O)oc1C	-1	-4	0.5	-8	-12	-2	-3	0.4	12	0
CCCn1nnnc1SCC(=O)NCc1cccs1	-7	-1	-0.3	-3	-2	-1	-8	-0.4	3	0
COc1ccc(CC(=O)NC(C)(C)C)cc1S(=O)(=O)N1CCOCC1	0	2	0.0	4	9	-3	-16	-0.9	7	11
Cc1nn(Cc2ccccc2)c(C)c1NC(=O)CCCn1nc([N+](=O)[O-])cc1C	-5	2	-0.6	-4	-2	0	-5	-2.9	0	nt

Reprinted from the part before: 5 entries, followed by the next part.
SMILES	CAL PDZ FP-1	Keap1 Nrf2 FP	LANA DNA inh	PKA-R2B act	RTF Ca sens inh	DAGLB inhibitor	Rtt109 HAT inh	CAL PDZ FP-2	RTF Ca sens act	SR-BI uptake up
Cc1ccn2cc(-c3ccc4c(c3)NC(=O)CO4)nc2c1	nt	-1	0.8	-17	-1	-1	17	-0.9	2	-4
COc1ccccc1NC(=O)c1c(C)cc(=O)oc1C	-1	-4	0.5	-8	-12	-2	-3	0.4	12	0
CCCn1nnnc1SCC(=O)NCc1cccs1	-7	-1	-0.3	-3	-2	-1	-8	-0.4	3	0
COc1ccc(CC(=O)NC(C)(C)C)cc1S(=O)(=O)N1CCOCC1	0	2	0.0	4	9	-3	-16	-0.9	7	11
Cc1nn(Cc2ccccc2)c(C)c1NC(=O)CCCn1nc([N+](=O)[O-])cc1C	-5	2	-0.6	-4	-2	0	-5	-2.9	0	nt
NCC(=O)NCC(=O)NC[C@H]1O[C@@H](n2ccc(=O)[nH]c2=O)[C@H](O)[C@@H]1O	-1	-5	-0.1	-5	-3	-3	4	2.0	-7	5
CCOCCCNC(=O)C(NC(=O)c1ccc(NC(C)=O)cc1)c1ccc(OC)cc1 (stereo unspecified)	-1	1	0.0	-14	9	-2	-2	-0.7	-3	38
CCN(CC)N=Nc1ccc(S(=O)(=O)Nc2nc(C)cc(C)n2)cc1	-5&-1	0&1	-2.5&-0.4	11&-3	1&-2	0&-1	3&5	0.6&0.0	8&-2	16&3
O=C(NC(=S)NCc1ccccc1Cl)c1cccs1	-3	5	-0.5	6	-2	-3	0	-0.4	-4	0
COc1ccc(OC)c(NC(=O)c2ccccc2NC(=O)c2ccco2)c1	-2	2	0.8	-9	-12	-4	-4	-4.3	5	-58
O=C(CCc1ccccc1)OCC(=O)c1cccc([N+](=O)[O-])c1	-3	-2	-0.5	-12	-12	-3	-4	-1.0	4	-2
Cc1nnc2n1N=CC=C(C(C)(C)C)S2	6	-7	-1.6	-2	0	-2	-26	-1.3	-2	9

Arranged by the number under Keap1 Nrf2 FP (lowest first): six of the compounds above.
structure | CAL PDZ FP-1 | Keap1 Nrf2 FP | LANA DNA inh | PKA-R2B act | DAGLB inhibitor | Rtt109 HAT inh | CAL PDZ FP-2 | SR-BI uptake up
Cc1nnc2n1N=CC=C(C(C)(C)C)S2 | 6 | -7 | -1.6 | -2 | -2 | -26 | -1.3 | 9
NCC(=O)NCC(=O)NC[C@H]1O[C@@H](n2ccc(=O)[nH]c2=O)[C@H](O)[C@@H]1O | -1 | -5 | -0.1 | -5 | -3 | 4 | 2.0 | 5
O=C(CCc1ccccc1)OCC(=O)c1cccc([N+](=O)[O-])c1 | -3 | -2 | -0.5 | -12 | -3 | -4 | -1.0 | -2
CCOCCCNC(=O)C(NC(=O)c1ccc(NC(C)=O)cc1)c1ccc(OC)cc1 (stereo unspecified) | -1 | 1 | 0.0 | -14 | -2 | -2 | -0.7 | 38
COc1ccc(OC)c(NC(=O)c2ccccc2NC(=O)c2ccco2)c1 | -2 | 2 | 0.8 | -9 | -4 | -4 | -4.3 | -58
O=C(NC(=S)NCc1ccccc1Cl)c1cccs1 | -3 | 5 | -0.5 | 6 | -3 | 0 | -0.4 | 0
